RT RNaseH block – HIV-1 RT RNase H inhibitors, primary screen, biochemical, fluorescence; Gag-Pol polyprotein (Human immunodeficiency virus type 1 group M subtype B (isolate …; RT-RNase H RNA/DNA duplex cleavage; inhibition, % at 10 µM; 65,000 compounds, 1.9% hits; AID 565, 2006; in the data active = inhibition above about 50%
RmlC RmlD mix – RmlC and RmlD coupled enzyme inhibitors, primary screen, biochemical, 384-well, compound mixtures, retest. RmlC/RmlD coupled enzyme inhibition, 384-well mixture HTS. inhibition, % at 5.5 µM. AID 1532, 2009. 110,000 compounds, 0.39% hits; in the data active = inhibition above about 30%, passing the limit was not always enough; also: strong numbers were not always called active
An asterisk follows results filed as active; . = no result given.

The opening five entries, to show the layout:
molecule	RT RNaseH block	RmlC RmlD mix
Cc1ccc(S(=O)(=O)N2CCCC(C(=O)NCc3ccccn3)C2)cc1 (stereo not given)	-3	-29
CCN(CC)C(=O)C1CCCN(c2ccc([N+](=O)[O-])cc2/C=N/NC(=O)c2cccc(Br)c2)C1 (stereo not given)	.	1
O=S(=O)(c1ccccc1C(F)(F)F)N1CCN(S(=O)(=O)c2ccccc2C(F)(F)F)CC1	.	5
Cc1ccc(-n2nnnc2-c2cnc(N3CCCC3)nc2C(F)(F)F)cc1	.	0
O=C1CC(C(=O)Nc2ccc(C(=O)N3CCOCC3)cc2)C2(CCCCC2)O1 (stereo not given)	-1	-16

The listing, from the first entry:
molecule	RT RNaseH block	RmlC RmlD mix
Cc1ccc(S(=O)(=O)N2CCCC(C(=O)NCc3ccccn3)C2)cc1 (stereo not given)	-3	-29
CCN(CC)C(=O)C1CCCN(c2ccc([N+](=O)[O-])cc2/C=N/NC(=O)c2cccc(Br)c2)C1 (stereo not given)	.	1
O=S(=O)(c1ccccc1C(F)(F)F)N1CCN(S(=O)(=O)c2ccccc2C(F)(F)F)CC1	.	5
Cc1ccc(-n2nnnc2-c2cnc(N3CCCC3)nc2C(F)(F)F)cc1	.	0
O=C1CC(C(=O)Nc2ccc(C(=O)N3CCOCC3)cc2)C2(CCCCC2)O1 (stereo not given)	-1	-16
CC(=O)Nc1ccc(S(=O)(=O)N2CCN(Cc3ccncc3)CC2)cc1	1	12
CCOC(=O)CSc1nc(C)cc(=O)[nH]1	-11	-11
O=C1NC2(CCOc3ccccc32)C(=O)N1CC(=O)N(Cc1ccccc1)C1CCS(=O)(=O)C1 (stereo not given)	-7	4
CCOC(=O)CN(C(=O)CSc1nnc2c(n1)[nH]c1ccccc12)c1ccccc1	-1	-9
CC1=C(N2CCN(c3ncccn3)CC2)CCC1=O	.	13
Cc1ccccc1-n1ncc2c(SCC(=O)N3c4ccccc4CC3C)ncnc21 (stereo not given)	.	6
FC(F)(F)c1cc(-c2ccco2)nc(N2CCN(Cc3ccccc3)CC2)n1	.	-4

4 successive compounds out of the list so far, for reference:
molecule	RT RNaseH block	RmlC RmlD mix
CCN(CC)C(=O)C1CCCN(c2ccc([N+](=O)[O-])cc2/C=N/NC(=O)c2cccc(Br)c2)C1 (stereo not given)	.	1
O=S(=O)(c1ccccc1C(F)(F)F)N1CCN(S(=O)(=O)c2ccccc2C(F)(F)F)CC1	.	5
Cc1ccc(-n2nnnc2-c2cnc(N3CCCC3)nc2C(F)(F)F)cc1	.	0
O=C1CC(C(=O)Nc2ccc(C(=O)N3CCOCC3)cc2)C2(CCCCC2)O1 (stereo not given)	-1	-16

Other records.
molecule	RT RNaseH block	RmlC RmlD mix
Cc1ccc(N2CCN(CCc3ccccc3)CC2)cc1	.	13
O=c1c2ccccc2sc2ccc(C#CC3(O)CCCCC3)cc12	.	-29
O=C(NCc1ccco1)C1CCCN(S(=O)(=O)c2ccccc2)C1 (stereo not given)	.	6
O=C(CSCc1ccccc1)N1CCN(c2cccc(C(F)(F)F)c2)CC1	.	-8
COc1cc(C(=O)N/N=C\c2ccccc2)c([N+](=O)[O-])c(OC)c1OC	.	71
CCN(CC)C(=O)c1c(NC(=O)c2ccccc2)sc(C)c1C	.	-11
Cc1ccc(S(=O)(=O)N2CCC(=O)N(C(CO)C(C)C)CC2)cc1 (stereo not given)	.	5
O=c1c(-c2ccc3c(c2)OCCO3)coc2cc(O)cc(O)c12	-3	3
COc1ccc(NC(=O)C2CCN(c3cc(-c4ccccc4)nc4ncnn34)CC2)cc1OC	-3	-11
Cc1ccc(N2CCN(C(=O)c3ccccc3)CC2)c(C)c1	2	4
O=c1c2c(n3cnnc3n1-c1ccccc1)-c1ccccc1CC21CCCCC1	.	-8
Cc1ccc(-c2noc(CCCC(=O)N3CCOCC3)n2)cc1	2	9

Next entries follow:
molecule	RT RNaseH block	RmlC RmlD mix
CCOc1ccc(C(=S)N2CCOCC2)cc1OCC	.	7
CCOC(=O)C1CCN(C(=O)COc2ccc(Br)cc2)CC1	-8	-15
CC(Oc1cc(-c2ccccc2)cc2ccccc12)C(=O)N1CCOCC1 (stereo not given)	.	9
CCCOCCOC(=O)c1[nH]c2c(c1C)C(=O)CC(c1cc(OC)ccc1OC)C2 (stereo not given)	8	-8
Cc1ccc(S(=O)(=O)N2CCN(C(C)C(=O)N3CCCc4ccccc43)CC2)cc1 (stereo not given)	.	-8
Cc1cccc(N2CCN(C(=O)Cc3cn(C)c4ccccc34)CC2)c1C	.	-12
O=C(Nc1ccc2c(c1)OCO2)N1CCN(C(=O)C2CCCO2)CC1 (stereo not given)	0	-8
Cn1c(-c2ccc(F)cc2)cnc1NCc1cccc(F)c1	.	9
COc1cc(C(=O)N2CCC(O)(c3ccccc3)CC2)cc(OC)c1OC	.	6
COc1ccccc1-c1nnc2sc(-c3cnccn3)nn12	-17	8
Cc1ccc(/C=C/C(=O)c2c(C)cc(C)[nH]c2=O)cc1	.	10
COc1cccc(C2=NOC(C(=O)N3CCN(Cc4ccccc4)CC3)C2)c1OC (stereo not given)	-6	.

Going on with the list:
molecule	RT RNaseH block	RmlC RmlD mix
CCc1ccc(-c2nc(CN3CCC(C(=O)N4CCN(c5ccccc5)CC4)CC3)c(C)o2)cc1	9	5
CS(=O)CCC(NS(=O)(=O)c1ccccc1)C(=O)O (stereo not given)	6	-13
O=C(Nc1ccccc1)c1ccc(Br)o1	.	5
COc1ccc(CNc2nc3nc(C)cc(C)n3n2)cc1	.	8
N#CC1=C(C2CC2)CC(c2ccccc2)C(C#N)=C1N (stereo not given)	-63	9
CS(=O)(=O)N(CC(=O)N1CCCC1)c1cc(Cl)c(Cl)cc1Cl	.	5
COc1cc(C)nc(N2CCCC(C(=O)NC3CCC(C)CC3)C2)n1 (stereo not given)	32	39
CC(=O)OCCc1c(C)nc2nc[nH]n2c1=O	.	1
Cc1ccc(C)c(N2C(=O)CS/C2=N\NC(=O)c2ccccc2Cl)c1	.	1
CCCCCCCCn1cnc2c(N)c(C)c(C)cc21	.	6
O=c1oc(-c2cccnc2)nc2ccccc12	-5	2
Cc1cccc(N2CCN(C(=O)CCCSc3nc4ccccc4[nH]3)CC2)c1C	.	4

Next section.
molecule	RT RNaseH block	RmlC RmlD mix
CCOc1ccccc1-n1c(SCC(=O)NC(C)(C)C)nnc1-c1ccoc1C	-5	5
O=C(CSCc1ccccc1)N1CCc2ccccc21	.	8
Cc1ccc(CNC(=O)CCS(=O)(=O)c2cc(Br)cc3c2N(C(=O)C2CC2)CC3)o1	2	-7
Cc1nc(-c2ccccc2)cs1	.	-5
Cc1cc(/C=C2/NC(=O)NC2=O)c(C)n1-c1sc2c(c1C#N)CCCC2	.	7
C=CCc1cc(OC)ccc1OCCON1C(=O)CCC1=O	-15	-8
Cc1cc2cc(CN3C(=O)c4ccccc4C3=O)ccc2n1C	-1	.
Cc1ccc(OCC(=O)N2CCN(C3=NS(=O)(=O)c4ccccc43)CC2)cc1	0	-13
CCCNS(=O)(=O)c1ccc(OCC(=O)NCCC2=CCCCC2)cc1	.	7
CCN(CCCNC(=O)C1CCN(S(=O)(=O)c2cnc[nH]2)CC1)c1cccc(C)c1	1	9
CCN=C1SC(CC(=O)NC2CCCCC2)C(=O)N1CC (stereo not given)	-4	-14
N#CCSc1nnc2c(Cl)cc(Cl)cn12	-12	-5

The results go on:
molecule	RT RNaseH block	RmlC RmlD mix
CCOC(=O)c1cnc2c(Cl)cc(Cl)cc2c1NCCOCCO	-35	9
COc1ccc(-c2nc(C#N)c(NCCCn3ccnc3)o2)cc1OC	.	26
Clc1ccc(-c2noc(CSc3nnc(Cc4cccs4)n3-c3ccccc3)n2)cc1	.	-36
CN(C)S(=O)(=O)c1cccc(C(=O)OCC(=O)NCc2ccccc2)c1	.	-14
Cc1ccc(S(=O)(=O)c2cc3c(=O)n4ccccc4nc3n(CC3CCCO3)c2=N)cc1 (stereo not given)	-2	.
Cc1c(N=Cc2ccc(Cl)o2)c(=O)n(-c2ccccc2)n1C	3	1
CSc1nc(N)nc(SCC(=O)C23CC4CC(CC(C4)C2)C3)c1C#N	12	11
Cc1nc(SCC(=O)NCc2ccco2)c2oc3ccccc3c2n1	-15	-4
O=C(CN1C(=O)c2cccc3cccc1c23)NCc1ccccn1	.	-15
COc1ccc(NC(=O)C2C3C=CC4(CN(Cc5cccnc5)C(=O)C24)O3)c(OC)c1 (stereo not given)	-16	8
COc1cccc(NC(=O)c2ccc(-n3cccn3)nc2)c1	.	-6
O=S(=O)(c1ccc(Br)c2nsnc12)N1CCOCC1	-41	.

(next part)
molecule	RT RNaseH block	RmlC RmlD mix
O=c1[nH]n(-c2ncnc3c2cnn3-c2ccccc2)c(=O)c2ccccc12	-4	.
Cc1ccc(C2C3=C(CC(C)(C)CC3=O)NC3=C2C(=O)CC(C)(C)C3)o1	-1	18
Cc1nn(Cc2ccccc2)c(Cl)c1C(=O)OCc1nnc(-c2ccccc2)o1	-38	-3
COc1ccc(OCC(=O)Nc2ccc(Cl)cc2C(=O)c2ccccc2)cc1	.	-12
O=C1OC(Nc2ncccn2)c2ccccc21 (stereo not given)	.	-13
CC(C)(C)OC(=O)N1CCC[C@H]1c1nnc(SCc2ccccc2Cl)o1	-12	-15
CCOC(=O)CC(=O)CSc1ccc2nnc(-c3ccccc3)n2n1	-19	5
COc1ccc(-c2cnc3nc[nH]c(=O)c3n2)cc1	.	-9
COc1ccc(-c2csc(Cc3nnc4n3CCCCC4)n2)cc1OC	-16	-8
O=C(NCCCN1CCN(c2ccccc2F)CC1)Nc1ccc(F)cc1	-3	5
O=C(NC1CCCCC1)n1c(=O)oc2ccccc21	-2	-2
c1ccc(OCc2nc3ccccc3[nH]2)cc1	-6	18

Further structures follow.
molecule	RT RNaseH block	RmlC RmlD mix
CCOC(=O)C1CCCN(C(=O)c2cn(CC)c(=O)c3cc(OC)c(OC)cc23)C1 (stereo not given)	4	4
O=C(C1=C[C@H](c2coc3ccccc3c2=O)C[C@H](OCCCCO)O1)N1CCN(Cc2ccccc2)CC1	.	-9
Clc1ccc(C(c2nnnn2C2CCCC2)N2CCSCC2)cc1 (stereo not given)	-3	-6
O=C(NC1CCCC1)C(c1ccc(Cl)cc1)N1CCc2ccccc21 (stereo not given)	.	11
Cc1cccc(NC(=O)c2ccc(Cn3cc(C(F)(F)F)ccc3=O)cc2)c1	.	11
Cc1ccsc1C1NC(=O)c2c(sc3c2CCN(C)C3)N1 (stereo not given)	-27	16
O=S(=O)(Cc1cc(Sc2ccc(Cl)cc2)nc(-c2ccccc2)n1)c1ccccc1	.	7
COc1ccc(OC)c(NC(=O)c2cnc3n(c2=O)CCS3)c1	-2	-4
Cc1ccc(-c2nc3ccccc3[nH]2)cc1NC(=S)NC(=O)c1ccccc1Br	.	-8
COc1cc(C2C(C(=O)Nc3ccccc3OC)=C(C)Nc3ncnn32)ccc1O (stereo not given)	-5	-21
O=P(O)(CCCCP(=O)(O)CCc1ccccc1)CCc1ccccc1	3	.
CCOc1ccc(-n2c(SCC(=O)Nc3ccc4c(c3)OCO4)nc3c(c2=O)SCC3)cc1	7	.

Other structures
molecule	RT RNaseH block	RmlC RmlD mix
O=C(CN1C2CCC1CC(NC(=O)C1CC1)C2)NCc1ccccc1 (stereo not given)	-11	20
CCSc1nc2nn(-c3ccccc3)c(=O)c-2c2n1CCCCC2	.	-5
CCCc1[nH]nc2c1C1(C(=O)N(Cc3ccccc3)c3ccccc31)C(C(=O)OC)=C(N)O2 (stereo not given)	.	11
O=C1C(Cl)=C(NCC2CCCO2)C(=O)N1c1cccc(Cl)c1Cl (stereo not given)	.	-13
CC1(c2ccccc2)CC(c2ccccc2)=Nc2nonc2N1 (stereo not given)	-25	9
Cc1ccc(NC(=O)c2ccc(CSc3nccc(C)n3)cc2)cc1	.	-5
O=C(Nc1ccc(S(=O)(=O)Nc2ncccn2)cc1)c1ccco1	.	2
CCOC(=O)Cn1c(=N)n(CCOc2ccc(OC)cc2)c2ccccc21	.	-1
COc1ccc(-c2nnn(CC(=O)N(C3CCCCC3)C(C)C(=O)NC3CCCC3)n2)cc1OC (stereo not given)	6	-84
CCOC(=O)C(NC(=O)N1CCCCC1)(c1ccccc1)C(F)(F)F (stereo not given)	-29	-10
Cc1cc(C)nc(-n2nc(C)c3c(=O)[nH]c(C(F)(F)F)nc32)n1	-4	14
CCn1c(CSc2nc3ccccc3n2C)nc2ccccc21	-6	5

(list continues)
molecule	RT RNaseH block	RmlC RmlD mix
Cc1ccc(S(=O)(=O)Nc2nc3n(n2)C(c2ccc(Cl)cc2)CC(=O)N3)cc1 (stereo not given)	.	-8
Cc1ccc2nc(NC(=O)c3ccc4c(c3)OCO4)sc2c1	.	-15
COC(=O)c1ccc(-c2nc3ccccc3o2)cc1	-5	.
COc1ccc(Nc2nc(Nc3ccc(OC)cc3)nc(-n3[nH]c(=O)c(C)c3C)n2)cc1	26	-13
COc1ccc(F)cc1S(=O)(=O)N1CCC(C(N)=O)CC1	-7	2
CCOc1ccc(-c2nc(C#N)c(N3CCN(CC)CC3)o2)cc1	-8	-85
CCOC(=O)Cc1csc(SCC(=O)c2c(N)n(CC(C)C)c(=O)n(C)c2=O)n1	2	.
CCCc1cc(C(=O)N2CCN(c3ccccc3C)CC2)cs1	-7	-5
Clc1ncnc2scc(C3COc4ccccc4O3)c12 (stereo not given)	.	-5
O=C1NC[C@@H](Cc2cccc3ccccc23)N(CC2CCCCC2)C1=O	.	5
O=C(CN1C(=O)c2ccccc2S1(=O)=O)N1CCc2ccccc2C1	-13	7

Screening results from PubChem BioAssay.

An excerpt (hit frequency here may not be typical).
